USP28 inh: inhibitors of human USP28 deubiquitinase. Ubiquitin carboxyl-terminal hydrolase 28 (Homo sapiens), Q96RU2. purified USP28, Ub-rhodamine cleavage fluorescence, 30 min. inhibition, % at 25 µM. 47,000 compounds, 3% hits. AID 1645857, 2021
USP30 block: inhibitors of human USP30 deubiquitinase | inhibition, % at 25 µM | 47,000 compounds, 5.3% hits | purified USP30, Ub-rhodamine cleavage fluorescence
USP8 inh: inhibitors of human USP8 deubiquitinase. Ubiquitin carboxyl-terminal hydrolase 8 (Homo sapiens), P40818. purified USP8, Ub-rhodamine cleavage fluorescence, 30 min. inhibition, % at 20 µM. 47,000 compounds, 4.2% hits
USP7 block: inhibitors of human USP7 deubiquitinase. Ubiquitin carboxyl-terminal hydrolase 7 (Homo sapiens), Q93009. purified USP7, Ub-rhodamine cleavage fluorescence. inhibition, % at 20 µM. 47,000 compounds, 0.3% hits. AID 1645854, 2021
USP17 block: inhibitors of human USP17 deubiquitinase; purified USP17, Ub-rhodamine cleavage fluorescence, 3 h; 47,000 compounds, 6.5% hits; AID 1645855, 2021; Ubiquitin carboxyl-terminal hydrolase 17-like protein 5 (Homo sapiens), A8MUK1; inhibition, % at 50 µM
Target sequence (A8MUK1 whole entry, looked up): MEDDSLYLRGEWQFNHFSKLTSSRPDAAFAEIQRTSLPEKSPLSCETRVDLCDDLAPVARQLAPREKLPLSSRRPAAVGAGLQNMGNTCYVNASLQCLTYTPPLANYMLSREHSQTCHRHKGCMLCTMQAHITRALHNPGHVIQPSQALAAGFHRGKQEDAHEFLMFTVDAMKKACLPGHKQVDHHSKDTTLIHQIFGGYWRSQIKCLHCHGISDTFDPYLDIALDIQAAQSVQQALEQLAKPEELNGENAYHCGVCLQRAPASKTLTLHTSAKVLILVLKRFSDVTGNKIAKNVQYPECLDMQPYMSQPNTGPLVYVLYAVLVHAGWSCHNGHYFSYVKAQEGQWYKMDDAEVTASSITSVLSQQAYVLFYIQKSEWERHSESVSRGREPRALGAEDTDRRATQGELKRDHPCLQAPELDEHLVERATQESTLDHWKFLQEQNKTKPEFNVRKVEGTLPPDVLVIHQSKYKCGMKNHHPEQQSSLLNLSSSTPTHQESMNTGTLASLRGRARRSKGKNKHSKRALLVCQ
OTUD3 block: inhibitors of human OTUD3 deubiquitinase | purified OTUD3, Ub-rhodamine fluorescence, 2 h | inhibition, % at 25 µM | AID 1645858, 2021 | 47,000 compounds, 0.7% hits
UCHL1 inh: inhibitors of human UCHL1 deubiquitinase; Ubiquitin carboxyl-terminal hydrolase isozyme L1 (Homo sapiens), P09936; purified UCHL1, Ub-rhodamine cleavage fluorescence; inhibition, % at 20 µM; 47,000 compounds, 0.2% hits; AID 1645859, 2021
Target sequence (P09936 whole entry, looked up): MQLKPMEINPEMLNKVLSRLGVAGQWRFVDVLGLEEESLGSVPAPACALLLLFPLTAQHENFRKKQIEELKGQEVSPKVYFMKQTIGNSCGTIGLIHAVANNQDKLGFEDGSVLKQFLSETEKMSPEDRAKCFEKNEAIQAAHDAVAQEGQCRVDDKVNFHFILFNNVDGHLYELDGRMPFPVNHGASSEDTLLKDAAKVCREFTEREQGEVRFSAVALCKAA
USP10 inh: inhibitors of human USP10 deubiquitinase. Ubiquitin carboxyl-terminal hydrolase 10 (Homo sapiens), Q14694. inhibition, % at 20 µM. 47,000 compounds, 1.1% hits. purified USP10, Ub-rhodamine fluorescence, 60 min. AID 1645856, 2021
* hit, by the source's call; i = inactive; x = no result given. Rule as the data show it: active = inhibition above about 30%; inactive = the rest.

Codes – A = USP28 inh; B = USP30 block; C = USP8 inh; D = USP7 block; E = USP17 block; F = OTUD3 block; G = UCHL1 inh; H = USP10 inh
> CCN(CC)c1ccc2cc(C(=O)NCc3cccc4ccccc34)c(=O)oc2c1
  A = -22.3; B = -241.9; C = -12.7; D = -5.8; E = -22.1; F = -111.9; G = -7.7; H = -6.3
> O=C1CC(c2ccccc2)N(c2ncnc3cc(Cl)ccc23)CCN1 (stereo unspecified)
  A = 6.4; B = 13.7; C = 13.4; D = -19.3; E = 13.3; F = 4.2; G = 2.2; H = -1.9
> CCC1(c2ccc(OC)cc2)NC(=O)N(Cc2ncc(-c3ccccc3)o2)C1=O (stereo unspecified)
  A = -9.7; B = -16.9; C = 1.2; D = -12.0; E = 1.1; F = -14.0; G = -0.1; H = -0.7
> CSc1ccc(C2NC(=O)NC(C)=C2C(=O)c2ccc(Cl)cc2)cc1 (stereo unspecified)
  A = -5.4; B = -11.3; C = 3.7; D = -9.3; E = -0.1; F = -11.9; G = 4.6; H = 5.5
> CN1CCN(c2ccc(NC(=O)c3ccc(Cl)cc3)cn2)CC1
  A = -224.1; B = i; C = -92.0; D = -0.1; E = -143.5; F = -162.1; G = -1.4; H = -7.1
> CC(=O)c1ccc(N2C(=O)[C@H]3Cc4c([nH]c5ccccc45)CN3C2=O)cc1
  A = 6.9; B = 10.2; C = 28.0; D = 3.8; E = 44.4*; F = 11.7; G = 1.2; H = 19.3
> COCC(=O)N1CCN2C[C@H]1C(=O)NC[C@H]1O[C@@H](CC(=O)N[C@H]3C[C@@H](C2=O)N(Cc2ccc(Cl)c(F)c2)C3)[C@H](O)[C@@H]1O
  A = -111.0; B = -447.4; C = -9.5; D = -17.2; E = -77.0; F = -57.5; G = -2.1; H = -2.6
> COc1ccc(/C=C/C(=O)Nc2cccc(C3OCCCO3)c2)cc1OC
  A = 17.9; B = -9.8; C = -6.5; D = 2.9; E = -1.8; F = -5.8; G = 1.1; H = 1.7
> CCN(CC(=O)NCc1ccc(F)cc1)c1nc(CSc2ccccc2)nc2sc3c(c12)CCC3
  A = -5.2; B = -25.2; C = 14.4; D = -5.8; E = 4.0; F = -5.5; G = 0.3; H = -0.1
> COc1cccc(CNS(=O)(=O)c2ccc3[nH]c(=O)[nH]c3c2)c1
  A = 18.3; B = -4.3; C = 13.9; D = 0.8; E = 7.9; F = 17.8; G = 3.7; H = 4.6
> CC(=O)N1C[C@H](Cc2ccccc2)n2c(nc3ccccc32)C[C@@H]1C
  A = 6.1; B = 9.6; C = 17.9; D = 2.1; E = 7.1; F = 12.3; G = 0.4; H = -1.3
> NC(=O)Cn1c(=O)n(Cc2ccc(C(=O)NC3CCCC3)cc2)c(=O)c2ccccc21
  A = 22.9; B = 28.6; C = 25.5; D = 4.9; E = 53.1*; F = 22.6; G = 3.8; H = -2.9
> CC1=CN2C(=N)/C(=C/c3cc(C)n(-c4ccc(C)cc4)c3C)C(=O)N=C2S1
  A = -35.7; B = -274.7; C = -101.9; D = -14.4; E = -56.3; F = -48.4; G = -12.9; H = -2.8
> CC(NC(=O)c1ccc(Cl)cc1)c1nnc(SCC(=O)N2CCOCC2)n1C (stereo unspecified)
  A = -8.1; B = -7.3; C = -6.1; D = 0.3; E = -11.2; F = -7.2; G = -2.1; H = -0.8
> O=C(NCc1ccc2c(c1)OCO2)C1(c2ccccc2)CCCC1
  A = -2.5; B = -2.6; C = -25.0; D = -2.2; E = -8.3; F = -2.8; G = 0.0; H = 0.3
> O=C(Cc1ccccc1)NCc1noc(-c2ccc(F)cc2)n1
  A = -0.1; B = 1.8; C = 0.0; D = -5.1; E = x; F = 0.0; G = 1.1; H = 0.0
> COc1cccc(NC(=O)CCc2c(C)nc3c(c2C)c(=O)n(C)c(=O)n3C)c1
  A = 37.1*; B = 35.0*; C = 18.5; D = 2.6; E = 14.2; F = 4.5; G = 0.8; H = -4.1
> O=C(CCc1nnc2ccc(N3CCCCC3)nn12)NCCN1CCOCC1
  A = -2.0; B = 12.8; C = 40.9*; D = 2.8; E = 10.4; F = 6.7; G = 2.3; H = -0.3
> CNc1nc(C2CCN(C(=O)c3cccc(N4CCCC4=O)c3)C2)nc2c1CN(C)CC2 (stereo unspecified)
  A = -4.7; B = -8.2; C = 3.4; D = 0.1; E = -3.4; F = -2.1; G = 0.0; H = -1.0
> C[C@]12C(=O)N(c3cccc(C(=O)NCCC4=CCCCC4)c3)C(=O)N1CCc1c2[nH]c2ccccc12
  A = 3.9; B = 29.5; C = -17.7; D = 1.0; E = 6.0; F = 0.0; G = 0.1; H = 1.3
> O=C(CSc1nc(C2CC2)n(-c2ccccc2)n1)Nc1ccc2[nH]c(=O)[nH]c2c1
  A = 15.3; B = -292.4; C = -45.0; D = 2.2; E = 21.0; F = -5.2; G = 3.0; H = 0.0
> COc1cccc(C(CC(=O)NCc2ccc3c(c2)OCO3)n2cccc2)c1 (stereo unspecified)
  A = 12.3; B = 8.0; C = 5.7; D = 6.4; E = 17.2; F = 4.4; G = 2.2; H = 2.9
> COc1cccc(-c2cc(C(=O)NC3CCCCCC3)[nH]n2)c1
  A = 14.5; B = 14.8; C = 6.0; D = 9.1; E = 3.7; F = 3.4; G = 8.5; H = 10.9
> Cc1ccc(C2C(C(=O)c3cc4ccccc4o3)=C(O)C(=O)N2CCCN(C)C)o1 (stereo unspecified)
  A = -0.8; B = -12.2; C = 9.2; D = -0.3; E = -0.1; F = 0.4; G = -4.5; H = -1.8
> Cn1c(C(=O)NCc2ccc(F)cc2)cc2sc(Cl)cc21
  A = 28.2; B = 33.6*; C = 14.4; D = -22.5; E = 13.0; F = 16.3; G = 8.2; H = 10.2
> O=C(Nc1ccc(F)cc1Cl)c1cnc(N2CCN(c3ncccn3)CC2)c2ccccc12
  A = 7.9; B = -1.8; C = 14.0; D = 6.1; E = 6.8; F = 7.6; G = 4.1; H = 4.6
> O=C(NC(C(F)(F)F)C(F)(F)F)OCCOc1ccccc1
  A = 12.3; B = 18.4; C = 24.0; D = 2.5; E = 14.4; F = 8.5; G = 2.3; H = 2.2
> O=C(CCCc1nnc2c(=O)n(-c3cccc(F)c3)ccn12)Nc1ccccc1
  A = -24.6; B = -64.4; C = 46.7*; D = 19.3; E = 38.5*; F = -16.6; G = 9.2; H = 15.7
> O=S(=O)(NCc1csc2ccc(Cl)cc12)c1ccc2c(c1)CCO2
  A = -3.3; B = 20.6; C = 0.0; D = 2.1; E = -0.6; F = -14.9; G = -3.4; H = 1.6
> CCOC(=O)c1ccc(NC(=O)CSc2cc(C)[nH]c(=O)n2)cc1
  A = -22.4; B = -169.4; C = -8.1; D = 6.1; E = 18.4; F = -76.1; G = 4.8; H = -3.2
> Cc1nn(C)c(C)c1CNc1nc(-c2ccncc2)nc2c1CCC2
  A = 1.9; B = 0.0; C = 0.4; D = -2.6; E = 0.0; F = -1.7; G = -0.2; H = 0.4
> COc1cccc(-c2nc(C(N)=O)c3[nH]c(=O)n(-c4cccc(Cl)c4)c3n2)c1OC
  A = -17.2; B = -109.7; C = -11.9; D = -0.6; E = 50.7*; F = -24.7; G = -1.4; H = -7.7
> COc1ccc(CC(=O)N2CC[C@H]3[C@H]2CCN3c2ncccn2)cc1
  A = 6.3; B = 5.3; C = -42.4; D = 0.1; E = -5.0; F = 10.7; G = 0.9; H = -4.9
> COCCNC(=O)c1ccn(-c2ccc3ccc(-c4ccncc4)cn23)n1
  A = -254.2; B = i; C = -119.0; D = -12.6; E = -178.7; F = -213.9; G = -16.2; H = -1.9
> CCCOC(=O)c1cc(NC(=O)c2ccc(OCC)c(Cl)c2)ccc1N1CCOCC1
  A = 48.7*; B = 19.5; C = 1.8; D = 5.4; E = -10.2; F = -2.2; G = 3.2; H = 5.9
> CCOc1ccc(S(=O)(=O)NCc2ccccc2Cl)c2ccccc12
  A = 20.2; B = 45.4*; C = 30.4*; D = 16.1; E = 32.2*; F = 24.0; G = 11.2; H = 14.5

10 of the compounds above, with values under each structure.
Results follow in this order: USP28 inh	USP30 block	USP8 inh	USP7 block	USP17 block	OTUD3 block	UCHL1 inh	USP10 inh
- Cc1ccc(C2C(C(=O)c3cc4ccccc4o3)=C(O)C(=O)N2CCCN(C)C)o1 (stereo unspecified)
 : -0.8	-12.2	9.2	-0.3	-0.1	0.4	-4.5	-1.8
- Cn1c(C(=O)NCc2ccc(F)cc2)cc2sc(Cl)cc21
 : 28.2	33.6*	14.4	-22.5	13.0	16.3	8.2	10.2
- O=C(Nc1ccc(F)cc1Cl)c1cnc(N2CCN(c3ncccn3)CC2)c2ccccc12
 : 7.9	-1.8	14.0	6.1	6.8	7.6	4.1	4.6
- O=C(NC(C(F)(F)F)C(F)(F)F)OCCOc1ccccc1
 : 12.3	18.4	24.0	2.5	14.4	8.5	2.3	2.2
- O=C(CCCc1nnc2c(=O)n(-c3cccc(F)c3)ccn12)Nc1ccccc1
 : -24.6	-64.4	46.7*	19.3	38.5*	-16.6	9.2	15.7
- O=S(=O)(NCc1csc2ccc(Cl)cc12)c1ccc2c(c1)CCO2
 : -3.3	20.6	0.0	2.1	-0.6	-14.9	-3.4	1.6
- CCOC(=O)c1ccc(NC(=O)CSc2cc(C)[nH]c(=O)n2)cc1
 : -22.4	-169.4	-8.1	6.1	18.4	-76.1	4.8	-3.2
- Cc1nn(C)c(C)c1CNc1nc(-c2ccncc2)nc2c1CCC2
 : 1.9	0.0	0.4	-2.6	0.0	-1.7	-0.2	0.4
- COc1cccc(-c2nc(C(N)=O)c3[nH]c(=O)n(-c4cccc(Cl)c4)c3n2)c1OC
 : -17.2	-109.7	-11.9	-0.6	50.7*	-24.7	-1.4	-7.7
- COc1ccc(CC(=O)N2CC[C@H]3[C@H]2CCN3c2ncccn2)cc1
 : 6.3	5.3	-42.4	0.1	-5.0	10.7	0.9	-4.9
